AddAB inh: less growth of phage-infected E. coli with AddAB; 330,000 compounds, 0.29% hits; inhibition, % at 11.9 µM; E. coli expressing H. pylori AddAB, absorbance growth; in the data active = inhibition above about 12%;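 note: 0% = vehicle wells of infected cells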
MOR-DOR ag: OPRM1-OPRD1 heterodimerization agonism | P35372+P41143 | cells, luminescence | activation, % at 9.3 µM | 340,000 compounds, 0.3% hits | AID 504326; in the data active = activation above about 18%;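 note: 0% = vehicle-treated cells and 100% = reference agonist; values of inactives mirror those of a sister screen read the other way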
Target sequence (P35372 whole entry, looked up): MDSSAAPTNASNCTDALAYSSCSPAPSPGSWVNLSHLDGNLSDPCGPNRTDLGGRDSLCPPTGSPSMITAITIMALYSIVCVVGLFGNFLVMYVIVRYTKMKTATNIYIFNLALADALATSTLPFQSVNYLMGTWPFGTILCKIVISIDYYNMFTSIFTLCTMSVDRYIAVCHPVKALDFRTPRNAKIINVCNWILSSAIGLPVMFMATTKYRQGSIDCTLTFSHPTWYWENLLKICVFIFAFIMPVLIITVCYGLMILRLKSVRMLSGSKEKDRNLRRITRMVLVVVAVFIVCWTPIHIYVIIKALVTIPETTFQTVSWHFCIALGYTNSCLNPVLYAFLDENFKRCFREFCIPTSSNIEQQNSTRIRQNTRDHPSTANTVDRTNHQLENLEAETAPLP
Target sequence (P41143 whole entry, looked up): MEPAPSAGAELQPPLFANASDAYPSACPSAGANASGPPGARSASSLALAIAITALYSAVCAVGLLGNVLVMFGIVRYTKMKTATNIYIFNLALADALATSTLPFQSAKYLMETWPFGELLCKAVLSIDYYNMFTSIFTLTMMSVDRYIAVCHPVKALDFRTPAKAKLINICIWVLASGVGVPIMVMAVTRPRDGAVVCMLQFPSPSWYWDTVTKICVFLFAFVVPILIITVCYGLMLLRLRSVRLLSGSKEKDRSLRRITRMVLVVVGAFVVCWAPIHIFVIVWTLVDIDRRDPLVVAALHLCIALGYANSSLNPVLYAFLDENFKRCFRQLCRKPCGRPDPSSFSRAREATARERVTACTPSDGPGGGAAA
HTR5A inv ctr: HTR5A inverse agonism, opioid heterodimer counter-screen. inhibition, % at 9.3 µM. 340,000 compounds, 0.083% hits. HTR5A cell line, luminescence; in the data active = inhibition mostly above about 23%, no sharp cut-off; inactive = mostly below about 18%;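 note: 0% = cells with DMSO and 100% = no-cell wells with DMSO; some compounds called inactive have numbers as strong as hits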
PfHsp90 set2: reduces growth (ATP signal) of yeast expressing P. falciparum Hsp90; 310,000 compounds, 0.32% hits; S. cerevisiae expressing PfHsp90, BacTiter-Glo ATP, 48 h; yeast lacking PDR1 and PDR3 efflux regulators; inhibition, % at 9.4 µM;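 active = every replicate shows inhibition above about 80%, whatever the replicate mean, limit read from the data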;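 note: 0% = DMSO neutral controls and 100% = 20 µM radicicol positive controls; yeast relying on Plasmodium falciparum Hsp90 in place of its own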
PKA-R1A activ: PKA-R1A complex activation | P00514+P68181 | PKA-R1A dissociation, Cy5-IP20 fluorescence polarization; scaled: DMSO 0%, 113 µM cGMP 100% | activation, % at 11.4 µM | 340,000 compounds, 0.083% hits;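 active = percent activation above the mean of all tested compounds plus 3 SD, cut at about 19% in these data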;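 note: higher means more PKAc released from R1A so a rise in polarization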
PKA-R2B act: activators of human PKA-R2B complex; activation, % at 11.4 µM; 340,000 compounds, 0.079% hits; PKA-R2B holoenzyme dissociation, Cy5-IP20 fluorescence polarization; R2B truncated from residue 108, S112A mutant; 0% DMSO only, 100% 113 µM cGMP; AID 504700;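 active = activation above a cutoff set at the mean over all compounds plus 3 SD, cut at about 18% in these data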;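 note: higher means more holoenzyme dissociation and a rise in polarization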
phage Ecoli inh: E. coli growth loss with phage present; 360,000 compounds, 0.26% hits; inhibition, % at 11.9 µM; growth absorbance; in the data active = inhibition above about 11%
Mot1-301 SUMO: blocks SUMOylation pathway, rescuing yeast Mot1-301 growth; S. cerevisiae Mot1-301 growth rescue, ATP luminescence, 38.5C; percent above DMSO median, 100 means doubled; growth rescue, % at 18.8 µM; 320,000 compounds, 1% hits; AID 2716;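 active = every valid replicate shows activation above 250% relative to neutral control wells; inactive = the rest, any valid replicate at or below 250%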;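 note: OY570 slx delta 5 strain wells were the positive control but not used for scaling; some compounds called inactive have numbers as strong as hits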
MOR-DOR inv ag: mu-delta opioid heterodimer inverse agonism; P35372+P41143; cell-based MOR-DOR heterodimer luminescence; inhibition, % at 9.3 µM; 340,000 compounds, 0.21% hits; AID 504357; in the data active = inhibition above about 22%, passing the limit was not always enough;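 note: 0% = cells with DMSO and 100% = wells without cells with DMSO; values of inactives mirror those of a sister screen read the other way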
Tat export inh: E. coli Tat transport inhibition. E. coli MC4100 TorA-mCherry Tat export, fluorescence. 340,000 compounds, 0.036% hits. inhibition, % at 10 µM. AID 488895;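 active = mean replicate inhibition at least 50% and at least half of replicates individually reaching 50%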;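 note: exported cargo escapes ClpAP degradation while cytoplasmic cargo is degraded and loses fluorescence; 0% = median of neutral control wells and 100% = median of NaSCN control wells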
Ecoli viability: bacterial growth inhibition, counter-screen for AddAB inhibitors. E. coli V3065 growth, OD600 absorbance, 18 h. inhibition, % at 11.9 µM. 330,000 compounds, 0.27% hits. AID 449728;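 active = inhibition above the campaign's mean inhibition across all tested compounds plus 3 SD, cut at about 9.9% in these data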;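 note: uninfected addAB+ strain grown without phage in ampicillin broth; 0% = DMSO wells and 100% = ciprofloxacin 0.95 µg/ml wells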
Active calls of the source: *; i = inactive; / = not tested or not shown.

Results follow in this order: phage Ecoli inh | Ecoli viability | MOR-DOR inv ag | Mot1-301 SUMO | PKA-R1A activ | PKA-R2B act | MOR-DOR ag | Tat export inh | AddAB inh | HTR5A inv ctr | PfHsp90 set2
CCOc1ccc(NC(=O)C2CCCN(S(=O)(=O)c3c(C)noc3C)C2)cc1 (stereo unspecified)
 : 5.5 | 0.9 | 2 | 1 | 8 | -7 | -0.4 | 3 | -0.7 | -23 | -5
c1ccc(-n2nnnc2-n2ccnc2)cc1
 : 3.8 | -0.8 | 9 | -12 | -9 | -7 | -1.6 | -2 | 1.9 | -6 | 9
O=C(COc1cccnc1[N+](=O)[O-])NCCc1ccc(Cl)cc1Cl
 : 2.5 | 0.4 | 5 | 5 | -9 | -11 | -0.9 | -4 | 1.5 | 11 | -1
O=C1[C@H]2[C@@H](c3ccc(F)cc3)N3C(=O)N(c4ccccc4)C(=O)[C@@]3(Cc3ccc(Cl)cc3)[C@H]2C(=O)N1C1CCCCC1
 : 2.0 | 0.3 | -17 | 8 | 1 | -5 | 3.1 | -6 | 5.4 | -7 | 11
Cc1cc2cc(CCNC(=O)c3ccc(Br)o3)c(=O)[nH]c2cc1C
 : 9.6 | 12* | -7 | 17 | -4 | 1 | 1.6 | -7 | 12 | 4 | 15
Cc1ccc(COc2cccc3c2CCN(Cc2ccc(F)cc2)C3=O)cc1
 : 2.6 | 1.0 | -7 | 12 | -5 | -12 | 1.3 | -2 | 1.5 | 3 | 6
O=C(CSc1ncn(-c2ccccc2)n1)Nc1nc2ccccc2s1
 : 0.2 | 2.0 | -2 | 36 | -4 | -4 | 0.3 | 4 | -0.3 | -11 | -3
Cc1ccc(-c2cc(C(F)(F)F)n3nc(C(=O)NCCCn4ccnc4)cc3n2)cc1C
 : 2.8 | -1.9 | -5 | -13 | -5 | -2 | 0.8 | 4 | -0.6 | 3 | -1
COc1ccc(C(=O)CSc2nnc(CN3CCCCC3)n2-c2ccc(Cl)cc2)cc1OC
 : 2.2 | -0.4 | -6 | -21 | 3 | 8 | 1.2 | 6 | 1.1 | 15 | 32
COc1ccccc1CC(NC(C)=O)C(=O)NC1CCN(S(=O)(=O)c2ccc(NC(C)=O)cc2)CC1 (stereo unspecified)
 : -1.0 | -1.0 | 8 | -11 | 4 | 8 | -1.6 | 5 | 3.5 | 4 | 12
Cc1cccc(OC(C)C(=O)Nc2ccc3c(c2)OCCO3)c1 (stereo unspecified)
 : -0.4 | / | 7 | / | -7 | -6 | -1.4 | 2 | / | 14 | -25
CCOc1cc(/C=C(\C#N)C(N)=O)ccc1OS(=O)(=O)c1ccccc1
 : 3.6 | -1.3 | 0 | -9 | 0 | 6 | 0.0 | -4 | 0.8 | 13 | -8
CN(CC(=O)NCc1cccnc1)S(=O)(=O)c1ccc2c(c1)c(=O)n(C)c(=O)n2C
 : 2.1 | -1.7 | 7 | -18 | -8 | -7 | -1.4 | 3 | 3.2 | -12 | -6
Cc1noc(C)c1CSCC(=O)N(C)CC(=O)Nc1ccccc1Cl
 : 2.0 | -0.9 | 14 | 21 | 5 | -4 | -2.5 | -1 | -1.5 | 9 | 24
Cc1cccc(NC(=O)CN(C)S(=O)(=O)c2cccc3cccnc23)c1C
 : 0.9 | 0.2 | 5 | 4 | -12 | -15 | -1.1 | -3 | 1.9 | -10 | 23
Nc1nc(SCc2ccc([N+](=O)[O-])cc2)c2ncn(C3OC(CO)C(O)C3O)c2n1 (stereo unspecified)
 : 6.6 | 7.8 | 7 | 188 | -13 | -7 | -1.3 | -7 | 7.2 | -17 | 1
Cc1ccc(S(=O)(=O)NC(CC(C)C)C(=O)NCCCn2nc(C)cc2C)cc1 (stereo unspecified)
 : 2.0 | 0.0 | 1 | -22 | -2 | -3 | -0.1 | 1 | -0.8 | -11 | -5
CCc1ccc(N2C(=O)Nc3ccc(Br)cc3C2(O)C(=O)NCCN(C)C)cc1 (stereo unspecified)
 : 0.9 | -2.8 | 16 | 6 | 0 | 13 | -3.5 | -5 | -3.2 | -5 | 15
COC(=O)c1cc2ccsc2n1CC(=O)N1CCCc2ccccc21
 : 0.4 | 0.1 | 14 | -15 | -13 | -10 | -2.4 | -14 | 1.3 | -14 | -3
CC1CN(C(=O)NCc2ccccc2)c2cc(Cl)ccc2O1 (stereo unspecified)
 : 0.3 | / | -4 | -26 | 0 | -8 | 0.9 | -2 | / | 3 | -14
COc1ccc(CCNC2CC(=O)N(CCc3ccc(OC)c(OC)c3)C2=O)cc1OC (stereo unspecified)
 : 0.9 | / | 11 | / | -12 | 4 | -2.2 | -5 | / | -6 | 8
CN(Cc1ccc(C(C)(C)C)cc1)C(=O)Cc1ccc(S(=O)(=O)N2CCOCC2)s1
 : 0.1 | -2.8 | 14 | -3 | 0 | -3 | -3.2 | 5 | -2.4 | 13 | 4
COc1ccc(N2C(=O)CC(Sc3nc(C)c4c(n3)CCCC4)C2=O)cc1 (stereo unspecified)
 : 2.1 | 0.9 | 15 | -11 | -13 | 1 | -2.7 | 1 | 0.3 | -5 | 24
COc1cccc(C2N=C(c3ccccc3C)NO2)c1OC (stereo unspecified)
 : -0.6 | -3.6 | -20 | 1 | 1 | 6 | 3.1 | 1 | -2.0 | 0 | -22
O=[N+]([O-])c1ccc(C(O)C[n+]2ccccc2)cc1 (stereo unspecified)
 : / | -0.9 | -1 | -12 | -2 | 3 | 0.2 | -5 | 2.8 | 7 | 8
CC12CCC(=O)N1C(C(=O)NNC(=O)c1ccccc1Cl)CS2 (stereo unspecified)
 : 2.1 | 0.3 | 16 | 5 | -2 | 5 | -3.1 | -1 | -0.3 | 1 | 28
O=C(O)c1cccc(N2C(=O)c3cccnc3C2=O)c1
 : 0.8 | 0.1 | 1 | 1 | 5 | 4 | -0.1 | 3 | 3.7 | -12 | /
O=c1c(NCCc2ccc(Cl)cc2)c(-c2ccccc2)c1=O
 : -1.6 | 0.3 | 3 | -4 | 2 | -7 | -0.5 | 0 | 0.0 | -10 | -2
COc1ccc(CCNC(=O)CSc2nnc(Cc3csc(N)n3)n2C)cc1OC
 : 1.8 | 0.0 | 6 | 110 | -8 | -3 | -1.3 | 2 | 5.2 | 12 | 23
CCOC(=O)C1(Cc2cccc(Cl)c2)CCCN(C(=O)c2ccco2)C1 (stereo unspecified)
 : -0.4 | -0.2 | 19 | 10 | 4 | 2 | -3.7 | 8 | 1.2 | -4 | -7

Results follow in this order: phage Ecoli inh | Ecoli viability | MOR-DOR inv ag | Mot1-301 SUMO | PKA-R1A activ | PKA-R2B act | MOR-DOR ag | Tat export inh | AddAB inh | HTR5A inv ctr | PfHsp90 set2
O=C(O)CCn1cc(-c2ccc(Cl)cc2)nc1-c1ccc(Cl)nc1
 : 2.2 | -1.5 | 12 | -7 | 2 | 3 | -2.2 | -4 | -1.6 | -4 | -16
COc1cc(OC)c2ccc(=O)oc2c1C(CCN1CCCC1)c1ccc(N(C)C)cc1 (stereo unspecified)
 : 0.6 | 0.2 | 24 | -6 | -6 | 0 | -4.2 | 5 | 2.4 | -10 | -2
COC(=O)Nc1ccc(S(=O)(=O)N2CCCC(C(=O)N3CCC(C)CC3)C2)cc1 (stereo unspecified)
 : 1.4 | 4.0 | -14 | 1 | -3 | 3 | 2.5 | 6 | 4.1 | -8 | 3
O=C(NCCCn1ccnc1)c1cc2cc([N+](=O)[O-])ccc2oc1=O
 : -0.6 | -0.9 | 14 | 7 | -8 | 1 | -2.6 | 5 | 1.1 | 3 | -3
O=c1ccc(Cc2ccccn2)n[nH]1
 : 0.8 | -4.1 | 7 | 192 | 5 | -4 | -1.4 | -7 | -1.4 | -3 | -11
COc1ccc2c(c1)c1ccc3c(c1n2C)C(=O)C=CC3=O
 : 1.2 | / | -12 | / | -3 | 6 | 2.7 | -2 | / | -24 | 7
O=S(=O)(c1ccc(S(=O)(=O)N(Cc2cccs2)CC2CCCO2)cc1)N1CCCCC1 (stereo unspecified)
 : 1.4 | 0.4 | -2 | / | 9 | -2 | 0.3 | 4 | 0.8 | -11 | 6
CCOC(=O)CCCSc1nc(-c2ccc3c(c2)OCO3)cc(C(F)(F)F)c1C#N
 : 2.4 | -0.3 | 12 | 1 | 2 | -15 | -2.3 | 1 | 1.3 | -6 | -15
Cc1cc(C)c(N=C2SCC(=O)N2Cc2ccco2)c(C)c1
 : 2.4 | 4.7 | 0 | 32 | -15 | 0 | 0.0 | 2 | 7.2 | 20 | -7
COC(=O)C1=C(C)NC(C)=C(C(=O)OC)C1c1ccccn1
 : 0.5 | -1.7 | 15 | 13 | 1 | 1 | -3.3 | -5 | 1.5 | -19 | -6
O=C(O)Cn1nc2ccccc2n1
 : 1.1 | 3.8 | 8 | i | 13 | 5 | -1.7 | -7 | 3.1 | -15 | /
Nc1ccc(-c2c3ccccc3nc3ccccc23)cc1
 : 1.7 | / | 8 | 4 | 9 | -11 | -1.6 | 3 | / | -7 | 13
CC(=O)Nc1ccc(C(=O)CN2C(=O)NC3(CCCc4ccccc43)C2=O)c(F)c1 (stereo unspecified)
 : 4.7 | -1.4 | 5 | 18 | 0 | 10 | -1.0 | -9 | 2.7 | -7 | 1
CCC(C)(C)n1nnnc1CN1CCC(NC(=O)c2ccccc2C)CC1
 : 2.8 | 1.6 | 3 | 11 | -7 | 0 | -0.6 | -2 | 0.9 | -20 | 17
CC(C)(C)NC(=O)NC(=O)C[n+]1ccc(Cc2ccc([N+](=O)[O-])cc2)cc1
 : -0.1 | 0.9 | -20 | 13 | 1 | -2 | 3.5 | 5 | -0.1 | -6 | -5
C/C(=N\OC(=O)c1c(-c2ccccc2Cl)noc1C)c1nccs1
 : 2.1 | -0.8 | -13 | 1 | 13 | 7 | 2.8 | -2 | 1.9 | -17 | -3
CCCNCC(=O)Nc1cccc(S(=O)(=O)NC2=NCCCCC2)c1
 : 1.9 | -0.7 | 18 | -3 | -4 | 5 | -3.4 | 3 | 0.4 | 9 | 9
CCCOc1ccc2c3c(c(=O)oc2c1OCCC)CCC3
 : 0.1 | -0.3 | -37 | 10 | -4 | -1 | 6.1 | 15 | 1.4 | 7 | -5
CN(C)C1=NC[C@H](Cc2ccccc2)N1CCc1ccc(F)cc1
 : 2.5 | 2.7 | 12 | -15 | -13 | -12 | -2.2 | -8 | 6.6 | 4 | -8
O=C1CC(Cc2ccccc2)C(=O)N1Cc1ccco1 (stereo unspecified)
 : / | -3.1 | 11 | -9 | -15 | -1 | -1.9 | -8 | -2.9 | -12 | 2
Nc1nc(SCC(=O)Nc2ccccc2)[nH]c(=O)c1-c1ccccc1
 : 3.0 | 0.6 | 19 | -1 | -8 | -3 | -3.5 | -5 | 0.9 | 11 | 27

2 of the compounds above, with tabs.
mol	phage Ecoli inh	Ecoli viability	MOR-DOR inv ag	Mot1-301 SUMO	PKA-R1A activ	PKA-R2B act	MOR-DOR ag	Tat export inh	AddAB inh	HTR5A inv ctr	PfHsp90 set2
CCCNCC(=O)Nc1cccc(S(=O)(=O)NC2=NCCCCC2)c1	1.9	-0.7	18	-3	-4	5	-3.4	3	0.4	9	9
Nc1nc(SCC(=O)Nc2ccccc2)[nH]c(=O)c1-c1ccccc1	3.0	0.6	19	-1	-8	-3	-3.5	-5	0.9	11	27

Bioassay records: PubChem, several laboratories
